RSV CPE inhibition: inhibition of RSV-induced cytopathic effect – HEp-2 cells, primary 10 µM value included (AID 2391) | CPE inhibition, % at 10 µM, or IC50 in µM where a hit was titrated | HEp-2 cells, RSV-induced CPE inhibition; higher % means a stronger effect | actives 0.13% (n = 310,000); in the data active = a potency from the dose series; inconclusive = CPE inhibition mostly from about 23% at the one dose, without a potency; inactive = the rest, 99 in 100 with CPE inhibition below about 21%; also: strong numbers were not always called active
MgcRacGAP inhibition: MgcRacGAP GTPase-activating activity inhibitors, confirmation, biochemical, ADP Hunter fluorescence. actives 0.6% (n = 340,000). one-dose inhibition, % at 30 µM; IC50 in µM for titrated hits. MgcRacGAP-stimulated Rac1 GTP hydrolysis, ADP Hunter fluorescence; higher % means a stronger effect; GST-tagged Rac1 F28L mutant substrate. AID 624330;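 active = first-screen hits whose inhibition reached a set limit at any dose in the follow-up dose series; inconclusive = inhibition above the set first-screen limit but never retested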;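 also: fluorescence reports GDP produced by GAP-driven GTP hydrolysis; strong numbers were not always called active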
T cell HTS: modulates CD8 T cell binding to vesicles; 2C CD8+ T cell-vesicle binding, flow cytometry; stronger effect = lower value; calls only at 7 µM; actives 0.068% (n = 330,000); AID 2052;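 active = response, share of CD8 T cells binding vesicles, and their 90th percentile fluorescence all below set limits, cut at about 80% in these data, passing the limit was not always enough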
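Incubation: binding step 1.5 h, 37 °C, antibody labelling 20 min, ice; system: murine 2C transgenic CD8+ T lymphocytes; technique: cytometric PE anti-B7-1 and Alexa647 anti-CD8 signals after 1% paraformaldehyde fixation; also added: QL9-charged Drosophila Ld/ICAM-1/B7-1 vesicles; control set: naked versus QL9-loaded vesicles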
NTR1 ag: NTR1-driven beta-arrestin-GFP spot formation – imaging, U2OS cells, high content, primary screen (AID 493036) | P30989 | activation, % at 20 µM | agonist mode | actives 0.17% (n = 330,000);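 active = activation at or above 40% of the spot to cytoplasm intensity ratio, with at least 20 cells analyzed; inconclusive = wells under 20 cells, flagged as cytotoxic or low count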;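 also: 0% = DMSO without peptide and 100% = 100 nM NTR1 peptide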
Target sequence (P30989 whole entry, looked up): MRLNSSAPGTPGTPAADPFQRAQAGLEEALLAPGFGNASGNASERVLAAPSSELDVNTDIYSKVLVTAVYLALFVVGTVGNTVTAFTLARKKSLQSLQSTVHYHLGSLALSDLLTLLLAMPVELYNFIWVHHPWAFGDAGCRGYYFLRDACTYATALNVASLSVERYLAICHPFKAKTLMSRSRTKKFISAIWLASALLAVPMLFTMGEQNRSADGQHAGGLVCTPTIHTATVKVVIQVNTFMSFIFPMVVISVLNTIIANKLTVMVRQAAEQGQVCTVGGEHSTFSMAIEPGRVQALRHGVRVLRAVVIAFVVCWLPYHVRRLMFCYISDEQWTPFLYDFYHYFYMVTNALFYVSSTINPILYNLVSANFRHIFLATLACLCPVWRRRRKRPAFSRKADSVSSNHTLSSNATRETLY
Dengue-2 NS5 capping: Dengue-2 NS5 methyltransferase inhibitors, primary screen, biochemical, confirmation dose response (AID 588689); Dengue-2 NS5 methyltransferase capping enzyme assay, biochemical; higher % means a stronger effect; one-dose inhibition, % at 25 µM; IC50 in µM for titrated hits; actives 0.3% (n = 340,000); in the data active = a potency from the dose series; inconclusive = inhibition above about 29% without an active follow-up result
SV40 large T antigen: SV40 large T antigen inhibitors, biochemical (AID 1903); one-dose inhibition, % at 20 µM; IC50 in µM for titrated hits; SV40 large T antigen ATPase/helicase inhibition assay; higher % means a stronger effect; actives 0.39% (n = 310,000); in the data active = a potency from the dose series; inconclusive = inhibition mostly from about 32% at the one dose, without a potency; inactive = the rest, 99 in 100 with inhibition below about 32%; also: strong numbers were not always called active
UTI89 phage lysis: protection from phage-mediated lysis, alamar blue read-out – E. coli UTI89, K1F phage, bacterial capsule biogenesis inhibitors (AID 488966) | E. coli UTI89 K1F phage lysis, alamar blue, 2 h; higher % means a stronger effect | inhibition, % at 100 µM, or IC50 in µM where a hit was titrated | actives 0.02% (n = 340,000);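 active = phage lysis inhibition, versus mean bacterial control, above a set limit; inconclusive = no clear call, values can overlap the other calls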;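 also: capsule biogenesis inhibitors block K1F phage lysis so surviving cells raise fluorescence; higher fluorescence means more inhibition of phage lysis; actives were called in the ten point dose series up to 300 µM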
West Nile virus CPE: West Nile virus antiviral activity, cell-based, CPE readout (AID 1621); one-dose CPE inhibition, % at 10 µM; IC50 in µM for titrated hits; actives 0.02% (n = 290,000); West Nile virus-infected cells, CPE inhibition; higher % means a stronger effect; in the data active = a potency from the dose series; inconclusive = CPE inhibition mostly from about 3.7% at the one dose, without a potency; inactive = the rest, 99 in 100 with CPE inhibition below about 2.2%; also: strong numbers were not always called active
PhoP inhibition: PhoP-dependent GFP reporter repression – Salmonella Typhimurium, primary screen (AID 1863). actives 0.16% (n = 300,000). S. Typhimurium PhoP-regulated promoter GFP reporter, 4 h; higher % means a stronger effect. inhibition, % at 50 µM, or IC50 in µM where a hit was titrated;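 active = inhibition over 29.93%, a cutoff 3 SD above the screen mean, later confirmed by dose response; inconclusive = inhibition over 29.93% but no dose response follow-up; inactive = inhibition at most 29.93% or unconfirmed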;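 also: 0% = low Mg2+ inducing control and 100% = high Mg2+ repressing control; strong numbers were not always called active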
T cell HTS vesicle-bound %: further read-out of T cell HTS, marked with its call; double positive events, %; measured here: CD8+ vesicle-bound cell fraction;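 binding gate set so that unloaded-vesicle control wells show 10% double positive cells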
NTR1 ag cell count 20 µM: also measured in NTR1 ag; calls as there; cell count; measured here: cell count, cytotoxicity flag
Dengue-2 NS5 capping pilot replicate: second read-out of Dengue-2 NS5 capping, no call of its own (marks repeat the call); inhibition, %; measured here: pilot screen replicate inhibition
An asterisk follows results filed as active; i = inactive; ? = inconclusive; . = not tested or not shown; [ ] = another dose, or the depositor's remark.

SMILES | RSV CPE inhibition | MgcRacGAP inhibition | T cell HTS | T cell HTS vesicle-bound % | NTR1 ag | NTR1 ag cell count 20 µM | Dengue-2 NS5 capping | SV40 large T antigen | UTI89 phage lysis | West Nile virus CPE | PhoP inhibition | others
CCOc1ccc(N(C(=O)c2snc(C(N)=O)c2N)C(C(=O)NCC2CCCO2)c2c[nH]c3ccccc23)cc1 (centres undefined) | 1.4% | 10.4% | i | 32.9 | 1.2 | 48 | -4.1% | 8.5% | 0.1% | -1.5% | 5.7%
COc1ccc([C@@H]2Sc3cc(OC)ccc3N(CCN(C(C)C)C(C)C)C(=O)[C@H]2OC(C)=O)cc1 | -2.0% | 3.9% | i | 37.9 | -5.9 | 94 | 5.5% | 22.0% | 0.0% | -0.5% | -0.8% | Dengue-2 NS5 capping pilot replicate=0.8
CC(OC(=O)C12CC3CC(CC(O)(C3)C1)C2)C(N)=O (centres undefined) | -0.1% | 2.6% | i | 31.4 | 2.0 | 50 | -11.1% | 5.0% | 1.8% | -0.1% | -6.3%
CCOC(=O)Cc1c(Cl)c2ccccc2[nH]c1=O | -0.4% | 7.7% | i | 56.5 | 0.3 | 45 | -3.7% | 6.4% | -0.3% | 0.0% | -3.8%
COc1ccc([C@H]2CC(=O)C=C(c3cccc(Br)c3)C2)cc1 | 3.3% | 7.9% | i | 37.5 | 5.8 | 58 | 1.4% | . | 0.5% | . | .
COc1ccc(-c2cc(=O)[nH]c(=O)[nH]2)cc1 | 1.2% | 7.0% | i | 13.4 | -0.5 | 87 | -8.1% | 3.6% | -1.5% | 0.5% | -12.2%
O=C1CCNc2ccc(-c3ccccc3)cc21 | 2.9% | 7.3% | i | 40.3 | -1.5 | 63 | ? | 5.5% | 5.0% | -1.3% | -21.7%
O=C(CCCN1C(=O)c2cccc3cccc(c23)C1=O)Nc1ccon1 | 0.6% | . | i | 47.1 | -0.4 | 30 | . | 10.7% | . | -0.4% | 4.9%
COP(=O)(CN(Cc1ccccc1)C(=S)Nc1c(C)cccc1C)OC | 2.2% | 4.0% | i | 21.2 | 1.2 | 47 | 1.4% | -9.0% | 0.2% | -0.1% | 23.0%
Cc1ccc(S(=O)(=O)N2CCN(c3nc(C)c4c(c3C#N)CC(C)(C)OC4)CC2)cc1 | . | 9.7% | . | . | . | . | 0.0% | -1.3% | 0.1% | 0.1% | -1.0%
CC#CCN1C(=O)N[C@@H](c2ccccc2)C(C(=O)OC)=C1C | -0.3% | 4.0% | i | 38.2 | 0.5 | 85 | 2.4% | 4.8% | -0.1% | -0.7% | .
COc1ccc(C2c3c(oc4ccccc4c3=O)C(=O)N2c2ccccn2)cc1 (centres undefined) | 1.5% | 4.1% | i | 52.3 | 2.0 | 54 | -2.9% | 2.3% | 1.2% | -0.3% | -9.3%
CSc1nnc(-c2ccccc2)c(-c2ccccc2)n1 | 4.8% | 4.7% | i | 55.9 | 1.0 | 53 | -5.4% | 4.4% | 0.4% | -0.4% | -6.2%
O=C(Nc1ccccc1)c1c2c(nc3ccccc13)CCCC2 | 0.9% | 9.8% | i | 36.5 | 2.0 | 65 | 0.0% | 16.8% | 0.1% | -0.4% | -8.8%
COc1ccc(-n2c(=O)c3ccccc3c3ccccc3c2=O)cc1 | 1.6% | 11.5% | i | 7.6 | 2.2 | 69 | -11.1% | -2.9% | 1.0% | -0.2% | 19.7%
CCOC(=O)[C@H]1[C@H]2COc3ccc(Cl)cc3[C@@H]2N2C(=O)CN(C)C(=O)[C@@]12C | 0.3% | 9.2% | i | 42.2 | 0.6 | 48 | -5.2% | . | 0.8% | . | .
O=C(COc1ccccc1F)NNC(=O)c1cc(Br)ccc1Cl | . | 4.7% | i | 32.2 | 4.1 | 53 | 5.1% | . | 0.6%[50 µM] | . | .
CC(=O)c1ccc(NS(=O)(=O)c2ccc(C(C)(C)C)cc2)cc1 | 0.4% | 3.6% | i | 42.1 | 0.2 | 29 | -7.7% | 3.2% | -0.1% | -1.3% | 0.7%
C=CCNC(=S)NCCO | -1.1% | 9.1% | i | 13.8 | 0.5 | 99 | -2.6% | 9.7% | 0.2% | -0.2% | -1.6%
C/C(=N\N1CCN(Cc2ccccc2Cl)CC1)c1ccc(F)cc1 | -1.5% | 0.8% | i | 31.1 | 2.6 | 46 | -8.4% | 8.6% | -1.3% | -0.4% | -5.5%
O=C(NCc1cccs1)c1ccncc1 | 0.7% | 13.3% | i | 22.6 | -0.8 | 84 | 4.8% | -5.2% | 0.3% | 0.3% | 13.0%
CC(C)COc1ccc(CNC(=S)Nc2ccccc2)cc1Cl | 4.2% | 5.2% | i | 44.9 | 23.1 | 79 | -4.6% | 4.0% | 0.2%[50 µM] | -1.0% | 4.0%
CCNC(=O)CC1C(=O)N(c2ccccc2)C(=O)N1Cc1ccc(OC)cc1 (centres undefined) | -0.1% | 7.6% | i | 31.0 | 2.3 | 68 | 2.4% | 5.4% | 2.6% | -0.3% | 10.5%
Cn1c(N)c(C(=O)CSc2nnc(-c3ccccc3F)n2N)c(=O)n(C)c1=O | 0.4% | -9.2% | i | 51.4 | 2.0 | 55 | -11.1% | 7.6% | -1.5%[50 µM] | 0.3% | -2.0%
C=CCNc1nc2c(c(=O)n(C)c(=O)n2C)n1Cc1ccc(F)cc1 | -1.1% | 5.8% | i | 32.5 | 10.0 | 42 | -1.4% | 10.9% | 0.1% | -0.7% | 7.9%
O=C(CNC(=S)N(CCCN1CCOCC1)Cc1cccs1)NCCN1CCOCC1 | 0.1% | -5.5% | i | 7.6 | -0.3 | 69 | -4.5% | 5.4% | 0.5% | -0.5% | -2.5%
COc1cccc(-c2cc(C(F)(F)F)n3ncc(C(=O)NCC4CCCO4)c3n2)c1 (centres undefined) | 0.0% | -58.3% | i | 5.8 | 3.3 | 85 | -6.6% | 23.1% | -0.2% | -0.4% | 0.9%
O=C(CCNS(=O)(=O)c1ccc(Br)cc1)NCc1cccs1 | 0.5% | 0.4% | i | 24.2 | 2.1 | 51 | -10.8% | 1.8% | -0.1% | -0.3% | 1.0%
COC(=O)Cn1c(=NC(=O)c2nc3ccccc3s2)sc2cc(S(N)(=O)=O)ccc21 | 1.8% | 10.1% | i | 14.5 | 3.6 | 62 | -4.5% | 21.0% | 1.6%[50 µM] | 0.1% | 9.6%
O=C(NC1CCCCCCC1)c1cc([N+](=O)[O-])ccc1Cl | 1.8% | 19.6% | i | 57.3 | 0.4 | 72 | . | 24.1% | 0.8% | 0.2% | -1.9%
CC(=O)c1cc(F)c(N2CCN(C(=O)C(C)(C)C)CC2)cc1C | 1.1% | 4.2% | i | 30.2 | -0.2 | 44 | 0.8% | 9.4% | 3.9% | -0.2% | 3.6%
C=CCn1cccc(C(=O)Nc2ccc(OCC)cc2)c1=O | 14.5% | 2.1% | i | 64.0 | 4.5 | 50 | -7.4% | -4.1% | 1.3% | 0.1% | 1.2%
CCN(CC)CCN(C(=O)c1cccc(N2C(=O)CCC2=O)c1)c1nc2cc3c(cc2s1)OCO3 | -0.7% | 1.4% | i | 58.4 | 2.5 | 54 | -3.8% | 14.3% | 1.9%[50 µM] | -0.6% | 2.3%
NC(N)=Nc1nc2ccccc2o1 | 3.2% | 8.8% | i | 62.2 | -1.2 | 76 | -3.3% | 4.2% | 0.1% | -0.3% | 3.7%
CCC(C)C(NC(=O)OC(C)(C)C)C(=O)NCc1ccco1 (centres undefined) | -0.1% | 8.7% | i | 55.1 | 0.6 | 54 | -1.4% | 5.6% | 0.2% | -0.2% | -2.7%
O=C(/C=C/c1ccccc1)NC(=S)NNC(=O)c1ccco1 | 2.8% | 9.3% | i | 56.2 | -0.2 | 42 | 12.8% | 14.4% | 1.9% | 0.6% | -11.8%
O=C(C1=C(O)C(=O)N(CCCn2ccnc2)C1c1cccc(Br)c1)c1ccco1 (centres undefined) | 0.2% | 6.0% | i | 69.8 | 2.2 | 57 | -7.2% | -10.7% | 1.0%[50 µM] | 0.0% | -0.9%
Cc1ccc(CN2CCN(CC(=O)N/N=C/c3ccc(C)o3)CC2)cc1 | 1.1% | 8.7% | i | 21.6 | -0.2 | 46 | 1.6% | 6.8% | 0.8% | 0.4% | -5.8%
CC(C)c1ccc(OCc2ccc(C(=O)N3CCCC3)o2)cc1 | 2.2% | 10.1% | i | 24.6 | 8.8 | 44 | 0.8% | 11.3% | -0.4% | 0.1% | 0.0%
CN(C)C(=O)CSc1nc(-c2ccccc2)nc2c1CCCC2 | 0.7% | 4.5% | i | 14.6 | 0.9 | 45 | -5.5% | 25.6% | 4.7% | 0.1% | 6.8%
COc1ccc(CNC(=O)COC(=O)c2cnccn2)cc1 | 0.4% | 6.9% | i | 30.5 | 0.0 | 81 | 1.9% | 21.7% | 0.1% | -0.4% | 5.7%
O=C(Nc1ccc(N2CCOCC2)cc1)c1cccnc1 | 1.0% | 4.9% | i | 60.3 | -0.1 | 66 | -4.9% | 5.9% | -0.3% | 0.1% | 2.7%
COc1ccc(S(=O)(=O)N2CCC(C(=O)c3ccc4c(c3)OCCO4)CC2)cc1 | 3.2% | 11.2% | i | 44.5 | 3.4 | 90 | -4.0% | 18.1% | -0.1% | -0.7% | -3.1%
O=C(NCc1cccnc1)Nc1ccc(F)cc1F | 0.8% | 4.9% | i | 10.2 | -0.1 | 67 | -8.2% | 2.5% | 0.4% | -0.5% | -8.4%

An unsorted share of the library; about 1.5% have a hit in one of these screens.
